Screening data as filed in PubChem BioAssay.
CHRM4 PAM = positive allosteric modulators of human muscarinic M4 receptor; CHO-K1 hM4/Gqi5, Fluo-8 calcium fluorescence, ACh EC20; 0% = ACh EC20, 100% = maximal ACh; activation, % at 3 µM; 360,000 compounds, 0.4% hits; P08173;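 active = activation above its plate's cutoff, the mean activation of sample wells plus 3 SD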; note: some results filed as inactive read as strong as hits
CHRM5 PAM = positive allosteric modulators of human muscarinic M5 receptor; P08912; CHO-K1 hM5, Fluo-8 calcium, ACh EC20 PAM; 0% = ACh EC20, 100% = ACh EC100; activation, % at 3 µM; 360,000 compounds, 0.3% hits; AID 624038;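 active = activation above the run cutoff, the mean activation of all test compounds plus 3 SD, cut at about 18% in these data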
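Probe or stimulus: acetylcholine, EC20 level; Assay system: human M5 receptor in CHO-K1 cells; Schedule: compound preincubation 140 s before EC20 acetylcholine addition; Technique: intracellular calcium via Fluo-8 fluorescence; Dosing: single-point, 3 µM nominal; Read-out basis: percent activation from peak-over-basal fluorescence ratio, scaled EC20-to-EC100 acetylcholine; Repeats: one well per compound, no replicates.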
CHRM5 antagonist = antagonists of human muscarinic M5 receptor (CHRM5). AID 624040. P08912. 360,000 compounds, 0.59% hits. inhibition, % at 3 µM. CHO-hM5 cells, Fluo-8 calcium fluorescence, ACh EC80;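 active = inhibition above a per-plate cutoff, the mean of that plate's test compounds plus 3 SD, cut at about 27% in these data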;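 note: 0% = acetylcholine EC80 with DMSO and 100% = DMSO without agonist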
CRFBP-R2 agonist = agonists of human CRF-binding protein/CRF-R2 receptor complex. activation, % at 13.2 µM. AID 588473. 350,000 compounds, 0.46% hits. HEK293 CRF-R2/CRF-BP, calcium dye fluorescence (FLIPR); percent of saturating CRF peptide response;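 active = activation of at least 50%, plus an integration ratio under a set limit after plate pattern correction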;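 note: plate controls were neutral control wells without compound for no effect and CRF at EC100 for full effect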
IDE cell inh = cellular human IDE inhibition; inhibition, % at 5.59 µM; HEK cells, FAbetaB cleavage, fluorescence polarization; P14735; AID 434962; 320,000 compounds, 0.41% hits;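 active = percent inhibition above the average of all tested compounds plus 3 SD, set per screening campaign, cut at about 16% in these data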;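 note: IDE supplied by intact live HEK cells; FP after avidin binding of uncleaved biotin substrate so inhibition keeps polarization high; 0% = DMSO wells and 100% = 60 µM reference IDE inhibitor Ii1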
Target sequence (P14735 whole entry, looked up): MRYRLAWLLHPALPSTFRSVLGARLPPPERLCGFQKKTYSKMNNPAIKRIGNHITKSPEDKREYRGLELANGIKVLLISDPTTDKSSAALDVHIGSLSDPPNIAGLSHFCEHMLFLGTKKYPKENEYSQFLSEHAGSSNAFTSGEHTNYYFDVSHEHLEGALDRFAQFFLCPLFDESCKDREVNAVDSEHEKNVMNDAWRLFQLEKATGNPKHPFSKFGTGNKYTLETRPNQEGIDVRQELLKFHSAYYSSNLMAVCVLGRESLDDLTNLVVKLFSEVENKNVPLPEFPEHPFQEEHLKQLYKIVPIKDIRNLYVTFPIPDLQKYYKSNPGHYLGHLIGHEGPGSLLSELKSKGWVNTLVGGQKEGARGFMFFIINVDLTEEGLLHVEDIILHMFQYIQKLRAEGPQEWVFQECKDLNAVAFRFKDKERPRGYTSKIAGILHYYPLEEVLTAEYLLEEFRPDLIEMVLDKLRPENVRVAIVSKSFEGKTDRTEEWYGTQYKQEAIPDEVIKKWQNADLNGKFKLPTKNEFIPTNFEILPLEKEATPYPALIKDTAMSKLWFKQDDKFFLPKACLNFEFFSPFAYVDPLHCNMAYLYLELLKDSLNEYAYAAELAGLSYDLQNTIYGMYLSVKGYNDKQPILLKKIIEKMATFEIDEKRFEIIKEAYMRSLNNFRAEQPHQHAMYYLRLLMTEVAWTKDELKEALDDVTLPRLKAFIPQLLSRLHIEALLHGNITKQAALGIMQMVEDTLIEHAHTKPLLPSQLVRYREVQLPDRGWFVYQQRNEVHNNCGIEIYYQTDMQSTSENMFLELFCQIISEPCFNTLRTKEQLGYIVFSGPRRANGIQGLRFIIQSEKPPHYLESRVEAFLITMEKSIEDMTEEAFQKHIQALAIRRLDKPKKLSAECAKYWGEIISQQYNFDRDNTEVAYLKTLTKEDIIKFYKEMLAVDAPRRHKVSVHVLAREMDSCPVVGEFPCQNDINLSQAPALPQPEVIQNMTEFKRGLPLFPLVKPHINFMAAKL
CRFR2-BP antag = antagonists of CRF-binding protein/CRF-R2 receptor complex; HEK293 CRF-R2/CRF-BP, CRF-induced calcium fluorescence; inhibition, % at 11.8 µM; 350,000 compounds, 0.59% hits;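 active = inhibition of the ligand-induced calcium signal above about 50% at the single tested concentration, limit read from the data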
M5 ag = CHRM5 agonism in calcium assay. CHO-K1 hM5 cells, Fluo-8 calcium fluorescence; 0% DMSO wells, 100% maximal acetylcholine response. activation, % at 3 µM. 360,000 compounds, 0.19% hits;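 active = activation above the run's mean over test compounds plus 3 SD, cut at about 23% in these data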;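 note: signal is peak over basal fluorescence ratio across the kinetic read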
M4 ag = CHRM4 agonism in calcium assay; P08173; CHO-K1 hM4/Gqi5, Fluo-8 calcium fluorescence; vehicle 0%, full acetylcholine response 100%; activation, % at 3 µM; 360,000 compounds, 0.14% hits;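 active = activation above the run mean over all test wells plus 3 SD, cut at about 32% in these data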;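 note: peak over basal fluorescence ratio per well then scaled between controls; 0% = DMSO wells and 100% = acetylcholine at EC100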
CHRM4 antagonist = antagonists of human muscarinic M4 receptor (CHRM4); P08173; CHO-hM4 cells, ACh EC80, Fluo-8 calcium fluorescence; inhibition, % at 3 µM; 360,000 compounds, 0.73% hits;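 active = inhibition above its plate's cutoff, the mean inhibition of sample wells plus 3 SD, cut at about 27% in these data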;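 note: 0% = acetylcholine EC80 with DMSO and 100% = DMSO without agonist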
Active calls of the source: *; . = not tested or not shown.

Each structure is followed by: CHRM4 PAM | CHRM5 PAM | CHRM5 antagonist | CRFBP-R2 agonist | IDE cell inh | CRFR2-BP antag | M5 ag | M4 ag | CHRM4 antagonist
> Cc1ccccc1-c1csc(N)n1
→ 5 | -1 | 8 | 1.4 | . | -26 | -1 | 0 | 12
> CC(OC(=O)Cc1c[nH]c2ccccc12)C(=O)c1ccccc1 (stereo not given)
→ 4 | -1 | 4 | -0.3 | -5 | 8 | 1 | 3 | -3
> O=C1C2C3C=CC(CO)(O3)C2C(=O)N1c1ccccc1-c1ccccc1 (stereo not given)
→ -7 | 14 | -7 | 3.5 | -5 | 10 | 14 | 8 | 27*
> CC1CN(C(=O)COC(=O)c2ccc3ncsc3c2)CC(C)O1 (stereo not given)
→ 0 | 2 | 5 | 0.2 | 3 | -3 | 9 | 2 | -1
> COc1cccc(C(=O)OCC(=O)NCCC2=CCCCC2)c1
→ 4 | 8 | -4 | -5.5 | 1 | 103* | -7 | 1 | -17
> CC(=O)SCC(=O)N=c1sc2cc(F)ccc2n1C
→ 2 | 0 | 14 | -0.7 | -2 | -7 | -3 | 1 | 4
> CCC(=O)OCc1c(C(F)(F)F)nn(C)c1Oc1cccc(C(F)(F)F)c1
→ -5 | -7 | 4 | 2.0 | -7 | 3 | -5 | -1 | 10
> Cc1c(O)ccc(C(=O)COc2ccccc2F)c1O
→ -17 | -16 | 14 | 2.0 | 7 | -8 | 2 | 19 | 20
> COc1ccc(S(=O)(=O)N(C)CC(=O)NCCc2ccccc2)cc1OC
→ 4 | 2 | 6 | -1.0 | 0 | 1 | -1 | 2 | 3
> CC[C@]12c3[nH]c4cc(-c5ccco5)ccc4c3CCN1C(=O)[C@@H](CC(=O)NCC13CC4CC(CC(C4)C1)C3)C[C@@H]2C(=O)N1CCN(C(=O)c2ccco2)CC1
→ -10 | 5 | -1 | 2.3 | . | -2 | -1 | 0 | 9
> Cc1c(NC(=O)CN2CCN(c3ccccc3)CC2)c(=O)n(-c2ccccc2)n1C
→ -2 | -2 | 0 | -0.7 | 3 | 9 | 1 | 1 | 0
> S=c1nc2[nH]c3ccccc3c2n[nH]1
→ 3 | 2 | 13 | -1.9 | . | -4 | -1 | 0 | -6
> COc1cccc(CC2(CO)CCCN(Cc3cn[nH]c3C3CCCCC3)C2)c1 (stereo not given)
→ -2 | 0 | 10 | -2.4 | -1 | -16 | -2 | 2 | 6
> O=C(Nc1ccccc1C(=O)Nc1ccncc1)c1ccccc1
→ 5 | -6 | 18 | -1.6 | 4 | 17 | -2 | 4 | 13
> Cc1ccc2c(c1)cc1c(=O)n(CC(=O)NCCCc3ccccc3)nc(C)n12
→ -10 | -11 | 4 | 4.6 | -3 | -5 | 3 | 19 | 32*
> Cn1c(CNc2ccccc2)cc(=O)n(C)c1=O
→ 6 | -6 | 6 | 15 | 2 | 5 | -2 | 1 | 2
> CSc1cccc(NC(=S)N2CCC(c3ccccc3)C2)c1 (stereo not given)
→ -2 | 0 | 9 | -0.3 | 4 | 0 | -7 | 0 | 5
> CC1(C)CC(NC(=O)C(C)(C)Oc2ccc(Cl)cc2)CC(C)(C)N1
→ 1 | -7 | 6 | -0.1 | -1 | -4 | -5 | 1 | -3
> CS(=O)(=O)N1CCN(c2ccc([N+](=O)[O-])c(SCc3ccco3)c2)CC1
→ -5 | 0 | 11 | 6.6 | -2 | 29 | -3 | 3 | 3
> O=C(NC1CCCCC1)C1CCCN(S(=O)(=O)c2cccs2)C1 (stereo not given)
→ 5 | -2 | -1 | 0.2 | 2 | -12 | -1 | 0 | 3
> O=C(NCC1CCCO1)C(=O)N/N=C\c1ccc2c(c1)OCO2 (stereo not given)
→ 8 | 2 | -8 | -1.5 | . | 13 | -2 | 2 | -9
> CCS(=O)(=O)N1CCN(C(=O)c2cccs2)CC1
→ -4 | -4 | 1 | 0.0 | -1 | 13 | -1 | 1 | 1
> CSc1cccc(NCc2ccc([N+](=O)[O-])cc2)c1
→ -6 | -6 | 4 | -1.9 | -2 | 35 | -6 | -1 | 6
> O=C(O)CCc1nnc2n(Cc3ccc(F)cc3)c(=O)c3ccccc3n12
→ -3 | -4 | 0 | 4.0 | 4 | -9 | -1 | 0 | 8
> N/C(=N\OC(=O)COc1ccc(Cl)cc1Br)c1ccncc1
→ -2 | -2 | 7 | -4.7 | . | 6 | -5 | 1 | 0
> CN(C)C(=O)c1cc(C(=O)c2ccc(Cl)cc2Cl)c[nH]1
→ -9 | -1 | -2 | 1.1 | -3 | 7 | 4 | 6 | 4
> C/C(=N\NC(=O)C1CC1)c1ccc(C)cc1C
→ 2 | 4 | -4 | -1.8 | -4 | 14 | 5 | 0 | 8
> Cc1csc(NC(=O)C2CC(=O)N(Cc3ccco3)C2)n1 (stereo not given)
→ 2 | -6 | 10 | -0.1 | 7 | -2 | 3 | 3 | 8
> CCn1c(SCC(=O)Nc2nccs2)nnc1-c1cccnc1
→ -1 | -5 | 20 | 1.4 | 1 | 2 | -3 | 0 | 10
> Cc1c(Cl)cccc1N=C1NC(=O)CS1
→ 3 | -1 | -1 | -2.2 | . | 21 | 0 | 0 | -11
> O=C(NCc1ccc2c(c1)OCO2)c1cc(Cl)ccc1Cl
→ 6 | 5 | 11 | 2.1 | 4 | 15 | -10 | 0 | -12
> O=C(Nc1cccc2ccccc12)c1ccc([N+](=O)[O-])cc1
→ -3 | -3 | 11 | -0.7 | 0 | 2 | -6 | 0 | -3
> Cc1ccccc1NC(=S)C1=C(O)c2sccc2N(C)S1(=O)=O
→ -4 | -6 | 13 | -0.8 | 2 | 12 | -4 | 1 | 3
> COc1ccc(CNC(=O)c2ccccc2NC(=O)C2=CSCCO2)c(OC)c1
→ 2 | -8 | 8 | 1.1 | -10 | 3 | -5 | 3 | -3
> Cc1nnc2ccc(-c3ccc(NS(=O)(=O)c4ccccc4F)cc3)nn12
→ 7 | -8 | 9 | 1.2 | 2 | -6 | 2 | 1 | -21
> O=C(O)/C=C/c1ccc(O)c(O)c1
→ -4 | 7 | -5 | -1.2 | -4 | 8 | 1 | 1 | -3
> COc1cc(-c2cc(C(=O)NCc3ccc(S(N)(=O)=O)cc3)c3ccccc3n2)cc(OC)c1OC
→ -11 | -2 | 2 | 1.1 | 2 | -13 | -3 | 5 | -12
> Cc1cccc(CC2S/C(=N/c3cccc(C)n3)NC2=O)c1 (stereo not given)
→ -3 | 4 | -15 | -2.0 | -11 | -2 | 1 | 1 | -2
> COc1ccccc1-c1cc(C(=O)NCc2cccs2)no1
→ -3 | -1 | 6 | -2.4 | -2 | -2 | -3 | -2 | 8
> Cc1cc(C)nc(SCCC(=O)Nc2ccccc2Cl)n1
→ -6 | 2 | 10 | -2.5 | 4 | -16 | 1 | 0 | 3
> COc1ccc(C2CC(c3ccccc3)=NN2c2ccc(S(N)(=O)=O)cc2)cc1 (stereo not given)
→ 1 | 7 | 11 | 1.7 | 2 | -17 | 1 | 5 | -10
> Cc1oc2c(C)c3oc(=O)c(CCC(=O)NCCN4CCOCC4)c(C)c3cc2c1C
→ 10 | 0 | 1 | 0.8 | 0 | -13 | 2 | 1 | -11
> O=C(Nc1ccc2c(c1)CCC2)c1ccccc1Br
→ -12 | -16 | 5 | -1.6 | -2 | 6 | -14 | 0 | 10
> O=S(=O)(Cc1cc(Cl)nc(-c2cccnc2)n1)c1ccccc1
→ -3 | -4 | 10 | 1.3 | -1 | -12 | -4 | 3 | -2
> COc1ccc(C2c3ccc(O)cc3Oc3ncn4nc(-c5ccco5)nc4c32)cc1OC (stereo not given)
→ 14 | 6 | -3 | 0.7 | 6 | 10 | 2 | 1 | 14

Reformatted: 2 of the compounds above
CHRM4 PAM	CHRM5 PAM	CHRM5 antagonist	CRFBP-R2 agonist	IDE cell inh	CRFR2-BP antag	M5 ag	M4 ag	CHRM4 antagonist	SMILES
6	5	11	2.1	4	15	-10	0	-12	O=C(NCc1ccc2c(c1)OCO2)c1cc(Cl)ccc1Cl
-3	-3	11	-0.7	0	2	-6	0	-3	O=C(Nc1cccc2ccccc12)c1ccc([N+](=O)[O-])cc1

(listing goes on)
Each structure is followed by: CHRM4 PAM | CHRM5 PAM | CHRM5 antagonist | CRFBP-R2 agonist | IDE cell inh | CRFR2-BP antag | M5 ag | M4 ag | CHRM4 antagonist
> COc1ccc(C(=O)NC(=S)N(CCC(C)C)c2c(N)n(Cc3ccccc3)c(=O)[nH]c2=O)cc1
→ 8 | 4 | 1 | -1.2 | 0 | 16 | -1 | 0 | 2
> CNC(=S)Nc1cc2oc3ccccc3c2cc1OC
→ 10 | 2 | -6 | 0.5 | . | 1 | -5 | 2 | -7
> C/C(=N/NC(=O)CNC(=O)/C=C/c1ccccc1)c1ccco1
→ 9 | 15 | -10 | 0.9 | 0 | -25 | -3 | 0 | -4
> Cc1cccc(C)c1NC1=NC(C)(C)N=C(N)N1
→ 12 | 14 | 7 | 0.3 | 5 | 1 | -7 | 1 | 2
> CCc1cccc(NC(=O)CN2C(=O)NC3(CCCCCCC3)C2=O)c1
→ 6 | 7 | -10 | 7.8 | 1 | -78 | 3 | 3 | -8
> C=CCNC(=S)NNC(=O)c1ccc(=O)n(Cc2ccc(Cl)cc2Cl)c1
→ -1 | -1 | 2 | 1.7 | 8 | -10 | 0 | 0 | 2
> COc1ccc(C=O)cc1Oc1nc(Cl)ncc1F
→ -1 | 4 | 7 | -0.2 | -2 | 8 | 9 | 1 | 12
> C/C(=N\NC(=O)c1ccc(CN2CCOCC2)cc1)c1ccc([N+](=O)[O-])cc1
→ -6 | -11 | 12 | 0.0 | 3 | 8 | 1 | 2 | 0
> Cc1ccc([C@@H]2CC=C(C(=O)O)[C@H](c3cccc(Cl)c3)N2S(=O)(=O)c2ccccc2C)cc1
→ 3 | -7 | 0 | 3.5 | -5 | 17 | -2 | 0 | 5
> COCC(=O)N(C)[C@H]1C[C@H]2c3cc(N4CCN(C)CC4)ccc3CCN2C(=O)[C@H]1[C@H](C)O
→ 12 | 0 | 3 | -1.2 | . | 111* | 1 | 1 | -10
> CCOC(=O)N1CCN(Cc2cn[nH]c2-c2ccc(-c3ccccc3)cc2)CC1
→ 8 | 8 | -15 | 1.6 | 7 | -17 | 3 | 1 | -3
> CN(Cc1cnn(C)c1)C(=O)c1sc2cccc(Cl)c2c1Cl
→ 0 | 11 | -8 | -1.4 | 8 | -3 | -6 | -2 | 10
> Cc1cc(CNC(=O)C2CCC(=O)N(CCc3cccc(F)c3)C2)nn1C (stereo not given)
→ 4 | 4 | -5 | 0.7 | . | -4 | -3 | 2 | -15
> Cc1ccc(NC(=O)CCN2C(=O)C3CCCCC3C2=O)c(O)c1 (stereo not given)
→ 5 | -5 | 17 | 0.0 | 4 | 14 | 0 | 0 | -4
> O=C(CCCCn1c(=O)[nH]c2ccccc2c1=O)NCCc1c[nH]c2ccccc12
→ 6 | -10 | 1 | -2.1 | 2 | 5 | 1 | 7 | -7
> COC(=O)Cn1c(O)c(N=NC(=O)CNC(=O)COc2cccc(C)c2)c2ccccc21
→ 5 | -5 | 14 | 0.2 | -16 | -2 | -5 | 1 | -2
> COC(=O)c1cn(Cc2cccnc2)c(=O)c2ccccc12
→ 3 | 5 | -6 | -4.6 | 6 | -14 | 1 | 2 | -8
